# Assay outcomes (PubChem)
# ER stress rescue = rescue of cells from ER stress-induced death, primary screen, 384-well, CSM14.1, thapsigargin, ATP luminescence (AID 1222); CSM14.1 thapsigargin-induced death rescue, ATP luminescence; higher % means a stronger effect; one-dose cellular ATP content (survival), % at 20 µM; EC50 in µM for titrated hits; 190,000 tested, under 10 active;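 active = EC50 below 50 µM in the dose-response confirmation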;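 also: death triggered by thapsigargin at about 15 µM added after 2 h compound pretreatment; cell ATP read after overnight thapsigargin exposure of roughly 18 to 22 hours; normalized against plate controls of thapsigargin alone and 5% DMSO vehicle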
# M17LAP inhibition = P. falciparum M17LAP inhibitors, primary screen, biochemical, fluorogenic H-Leu-NHMec substrate, 1536-well (AID 1619); one-dose inhibition, % at 30 µM; IC50 in µM for titrated hits; recombinant M17LAP, H-Leu-NHMec fluorogenic kinetic assay; higher % means a stronger effect; hit rate 0.38% among 220,000;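 active = compound inhibiting the enzyme by more than half at any dose during confirmatory dose-response retesting; inconclusive = strong single-dose inhibitors picked by rank but not retested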;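 also: plate controls were full reaction with DMSO carrier for no effect and no enzyme background for full effect; strong numbers were not always called active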
# P. falciparum M1AAP = malaria alanyl aminopeptidase activity blockers – biochemical, fluorogenic H-Leu-NHMec substrate, 1536-well (AID 1445) | recombinant M1AAP, H-Leu-NHMec fluorogenic kinetic assay; higher % means a stronger effect | inhibition, % at 30 µM; hits with a dose series show IC50 in µM | hit rate 0.42% among 220,000;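 active = primary inhibition above the hit cutoff, then over 50% inhibition at one or more dose response concentrations, cut at about 23% in these data, passing the limit was not always enough; inconclusive = conflicting primary data, or primary hits not chosen for dose response; inactive = low primary inhibition, or under 50% at every dose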;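 also: plate controls were DMSO full reaction for no effect and no enzyme background for full effect; strong numbers were not always called active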
# Autophagy mod = modulators of autophagy; MEF GFP-LC3 puncta imaging; test concentration mostly 10 µM; calls only at 10 µM (by protocol); hit rate 0.98% among 190,000;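 active = percentage of spot-positive cells more than 3 SD above its plate mean, without a fluorescence outlier flag or 80% toxicity; inconclusive = no clear call, values can overlap the other calls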;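 also: spot-positive cell cutoff set from DMSO-treated cells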
# K1F lysis inhibition = protection from phage-mediated lysis, alamar blue read-out – E. coli UTI89, K1F phage, bacterial capsule biogenesis inhibitors (AID 488966); hit rate 0.02% among 340,000; inhibition, % at 100 µM; hits with a dose series show IC50 in µM; E. coli UTI89 K1F phage lysis, alamar blue, 2 h; higher % means a stronger effect;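 active = phage lysis inhibition, versus mean bacterial control, above a set limit; inconclusive = no clear call, values can overlap the other calls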;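 also: capsule biogenesis inhibitors block K1F phage lysis so surviving cells raise fluorescence; higher fluorescence means more inhibition of phage lysis; actives were called in the ten point dose series up to 300 µM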
# MT stabilizer = microtubule stabilizers in HeLa cells; AID 2205; HeLa tubulin immunostaining HCS, 24 h; share of cells brighter than vehicle mean+2SD; % tubulin-high responders, % at 10 µM; hit rate 0.83% among 200,000;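 active = plate Z-score above 3 for both tubulin-high and condensed-nucleus cell shares, with cell loss under 80%, at 10 µM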;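 also: anti alpha tubulin signal scored within the nucleus-defined area of each cell; some results filed as inactive read as strong as hits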
# Dynein transport = blocks dynein driven cargo transport along microtubules | hit rate 0.47% among 220,000 | z-score, hits read low | AID 1381 | 3617.4 mouse cells, GR-EGFP nuclear translocation imaging; test concentration mostly 20 µM; stimulated with dexamethasone, 1 µM; stronger effect = lower value;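 active = plate z-score of nuclear minus cytoplasmic receptor signal below a set negative limit, without overly bright fluorescence or cell loss, cut at about -3.5 in these data, passing the limit was not always enough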;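 also: z-score of nuclear minus cytoplasmic ring GR-EGFP intensity difference per well; some compounds called inactive have numbers as strong as hits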
#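 medium = tetracycline-free induction medium containing charcoal-stripped FBS | probe or stimulus = dexamethasone, 1.0 µM final | timing = 48 h induction, then 1 h compound, then 30 min agonist, 37 °C | detection = automated 10x imaging of fixed Hoechst-stained cells | read-out basis = nuclear versus cytoplasmic GR-EGFP signal, averaged per well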
# bCat nuc transl = alters nuclear translocation of beta-catenin in HeLa cells; hit rate 0.3% among 190,000; immunofluorescence imaging; nuclear translocation activity, % at 5 µM;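 active = nuclear translocation activity above 50% at 5 µM, with a well cell count of 50 or more; inconclusive = wells under 50 cells across six images, flagged as toxic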;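 also: per-cell ratio of nuclear to cytoplasmic median beta-catenin stain intensity; plate controls were DMSO negative control for no effect and GSK-3 inhibitor IX positive control for full effect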
#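 test system = HeLa cells, endogenous beta-catenin | dosing = single 5 µM dose plus 0.02–20 µM confirmation series | times = compound treatment 24 h, 37°C, 5% CO2 | technique = beta-catenin immunofluorescence imaging with DAPI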
# Insulin prom up = MIN6 insulin promoter up-regulation | MIN6 insulin promoter-GFP reporter, high-content imaging; stronger effect = higher value | z-score at 5 µM | hit rate 0.3% among 190,000 | AID 1625;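 active = z-score above 3 at 5 µM with at least 500 cells counted in the well; inconclusive = wells under 500 cells, flagged as cytotoxic or low count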
# Dynein transport cytoplasmic EGFP = also measured in Dynein transport; calls as there; z-score; measured here: cytoplasmic GR-EGFP intensity; stronger effect = higher value
# Dynein transport nuclear GR-EGFP = recorded beside Dynein transport, whose call it bears; z-score; measured here: nuclear GR-EGFP intensity;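 lower value marks the stronger effect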
# Dynein transport cell count = also measured in Dynein transport; calls as there; z-score; measured here: cell count per field
# Insulin prom up cell count = recorded beside Insulin prom up, whose call it bears; cell count; measured here: cytotoxicity, nuclei count;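 total cells summed across four imaged fields per well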
# bCat nuc transl cell count 5 µM = recorded beside bCat nuc transl, whose call it bears; cell count; measured here: cell count, cytotoxicity flag
# MT stabilizer Hoechst-high % = second read-out of MT stabilizer, no call of its own (marks repeat the call); % Hoechst-high responders; measured here: nuclear condensation Hoechst responders;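 share of cells brighter than vehicle mean plus two SD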
# MT stabilizer cytotoxicity % = also measured in MT stabilizer; calls as there; toxicity, %; measured here: cytotoxicity by cell density;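 0% = mean cell density of plate MIN control wells and 100% = no cells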
# Autophagy mod cell loss 18 h = recorded beside Autophagy mod, whose call it bears; toxicity, %; measured here: cell loss, nuclei count;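 cell loss after 18 h compound exposure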
# Active calls of the source: *; i = inactive; ? = inconclusive; · = no result given; + = active, no number.
SMILES,ER stress rescue,M17LAP inhibition,P. falciparum M1AAP,Autophagy mod,Autophagy mod cell loss 18 h,K1F lysis inhibition,MT stabilizer,MT stabilizer Hoechst-high %,MT stabilizer cytotoxicity %,Dynein transport,Dynein transport cytoplasmic EGFP,Dynein transport nuclear GR-EGFP,Dynein transport cell count,bCat nuc transl,bCat nuc transl cell count 5 µM,Insulin prom up,Insulin prom up cell count
Cn1nnnc1SCCNCc1ccccc1OCc1ccc(F)cc1,-1.0%,8.6%,-2.7%,i,-6.4,-0.1%,2.7,1.4,0.4,1.31,0.413,1.09,-0.97,-1.6,1055,-0.26,1640
CC(=O)Nc1ccc(S(=O)(=O)Nc2nnc(CC(C)(C)C)s2)cc1,0.4%,-4.0%,0.7%,i,-0.1,0.2%,2.6,1.2,0.6,0.162,-0.178,-0.243,-0.106,0.2,1574,0.73,1549
CC1CCCC/C1=N\NC(=S)Nc1cccnc1 (stereo unspecified),0.3%,-11.1%,8.1%,i,8.4,1.3%,2.7,2.3,7.5,0.0392,-0.334,0.089,0.211,0.6,1100,-0.7,826
COc1ccc(CC(NC(C)=O)C(=O)N2CCN(C(=O)N(C(C)C)C(C)C)CC2)cc1 (stereo unspecified),-0.2%,14.3%,6.1%,i,-0.5,2.9%,2.5,0.4,42.8,0.161,-0.142,0.704,-0.846,0.0,1024,·,·
Cn1c(=O)n(C)c2cc(/C=N/NC(=O)c3ccc(Cl)cc3)ccc21,·,-8.7%,-39.7%,·,·,1.3%,·,·,·,-1.24,-0.138,-0.353,2.03,0.5,1269,-0.26,1024
O=c1oc2cc(Cl)ccc2n1CSc1nc2ccccc2s1,-1.0%,-7.9%,-0.2%,i,-7.4,0.1%,1.1,1.7,12.6,0.157,-0.117,-0.199,0.358,·,·,·,·
Cc1cccc(CSC(=N)N)c1,-0.7%,-1.4%,-3.3%,i,7.2,7.3%,2.9,3.5,3.4,0.729,-0.159,0.195,-0.439,-2.3,1129,0.04,1538
Cc1c(=O)n(OCc2cccc(F)c2)c2ccccc2[n+]1[O-],-0.3%,11.3%,9.0%,i,-6.2,0.0%,2.4,1.3,5.8,-1.1,-0.324,-0.336,0.566,0.5,1363,-0.29,1430
CCC1=[N+]([O-])C(C)(/C(C)=N\O)N(O)C1(C)C (stereo unspecified),-1.6%,3.2%,-8.1%,i,10.5,0.2%,3.5,2.6,10.7,-0.541,-0.491,-0.46,0.692,-4.3,1100,·,·
COc1ccc(C(O)c2nc3ccccc3n2C(C)C)cc1 (stereo unspecified),·,0.9%,1.1%,·,·,-0.1%,·,·,·,-0.452,-0.638,-0.541,0.2,-0.6,1325,0.11,797
Cc1ccc(S(=O)(=O)NC(=O)NC(C)(C)C)cc1,-0.9%,-6.1%,11.7%,i,-6.9,0.2%,2.3,1.5,3.1,1.01,-0.206,0.964,-0.0127,-3.1,880,0.27,1232
CCOC(=O)Cn1nnc(-c2ccc(SC)cc2)n1,·,12.1%,1.8%,i,4.1,0.7%,3.1,3.0,11.9,0.881,-0.199,1.21,-0.828,1.3,1004,0.14,1207
O=C1CCC/C(=N\NC(=O)COc2ccc(Cl)cc2)C1,·,-6.1%,0.9%,i,-2.2,-0.1%,3.0,3.2,4.1,0.45,-0.283,0.476,-0.0984,-1.1,1055,-0.06,1280
CN1CCN(c2ccc(NC(=O)c3ccc(-c4ccc(Br)cc4)o3)cc2)CC1,-1.0%,-2.9%,-8.4%,+,-18.4*,-3.7%,2.7,1.0,3.7,0.987,-0.0266,0.517,-0.222,-3.4,1028,1.01,1620
Cc1ccc(OCc2ccc(C(=O)Nc3ccc(C(N)=O)cc3)o2)c([N+](=O)[O-])c1,-0.8%,0.6%,0.9%,i,2.1,?,1.5,1.4,9.7,-0.319,-0.301,-0.221,0.0582,-1.6,1076,·,·
CCCCn1cnc2cc(NCc3cccc(OC)c3O)ccc21,0.8%,5.9%,2.4%,i,-1.7,-0.1%,1.9,1.5,4.6,-0.49,-0.206,-0.318,0.561,-5.5,1008,-0.06,1278
O=C(Nc1cccc2[nH]ncc12)c1ccc(F)cc1,0.3%,-1.0%,1.1%,i,3.5,4.5%,1.4,0.8,9.4,1.17,0.0644,0.213,-0.223,-1.2,1350,-1.2,1462
CCc1ccc(NS(=O)(=O)c2cccs2)cc1,·,5.9%,2.5%,i,3.0,0.4%,1.7,1.9,22.7,-4.07,6.02,-1.26,0.0922,·,·,0.06,1220
CCCNC(=O)COc1ncnc2sccc12,-1.6%,-1.4%,-3.4%,i,-4.3,0.0%,4.0,1.2,9.9,-0.423,-0.379,-0.387,1.66,-2.0,1124,-0.53,1323
Cc1ccc(CN2CCN(Cc3cccc(OCCO)c3)CC2CCO)o1 (stereo unspecified),-0.5%,18.3%,-7.1%,i,-5.1,0.0%,2.9,1.4,8.1,1.33,-0.172,0.497,-1.59,-0.6,1628,-0.11,1117
CN1CCN(C(=O)c2ccc3nc(-c4ccccc4)c(-c4ccccc4)nc3c2)CC1,-0.5%,-17.3%,3.8%,i,9.3,0.2%,3.3,3.2,12.6,0.134,1.5,1.1,-1.24,-0.3,978,1.46,1476
CCN1C(=O)C2C(C1=O)N1C(c3ccccc3)C3C(=O)N(CC)C(=O)C3N1C2c1ccccc1 (stereo unspecified),0.6%,14.0%,4.0%,i,0.1,1.0%,2.6,2.4,4.6,1.72,-0.0904,0.995,-1.43,2.8,1132,-0.11,978
Cc1nnc(SCC(=O)Nc2cc(-c3cc(C)c(C)cc3C)nn2-c2ccccc2)s1,4.2%,22.4%,-0.5%,i,4.3,0.2%,2.3,1.0,9.2,0.342,-0.241,0.491,-0.379,-3.1,525,-0.67,1472
CCNC(=O)c1ccc(C23CC4CC(CC(C4)C2)C3)o1,-0.5%,-3.1%,-1.9%,i,14.6,0.7%,3.3,2.0,9.4,-0.214,-0.288,0.206,0.436,-1.0,1538,-0.08,1417
Cc1ccc(S(=O)(=O)c2nc(S(C)(=O)=O)sc2N(C)C)cc1,2.4%,14.1%,7.5%,i,7.6,1.2%,1.7,2.1,8.5,-0.257,-0.167,-0.134,-0.0785,-2.1,1237,-1.25,1139
COc1ccc(CNC(=S)NC2CCCC2)cc1,2.0%,1.2%,0.0%,i,-0.3,0.1%,3.0,2.5,7.6,1.11,-0.25,0.532,-1.14,-2.8,1123,-0.31,1479
O=C(NNC(=O)C(c1ccccc1)c1ccccc1)c1ccccn1,3.8%,-36.1%,-9.0%,i,17.1,0.6%,3.0,1.8,1.4,0.443,-0.237,0.26,-1.36,-1.1,460,-1.44,699
COc1cccc(/C=N/NC(=O)CSc2nnc(C)n2-c2ccccc2)c1OC,-1.8%,8.5%,0.0%,i,27.7,0.5%,2.1,1.4,6.0,2.57,-0.232,1.49,-0.828,-1.3,1381,-0.34,1601
COc1ccccc1OCCOc1ccccc1/C=N/n1cnnc1,·,4.5%,-6.2%,i,-6.9,1.0%,3.3,1.8,6.2,0.00525,-0.213,0.208,1,-0.4,1119,0.6,1107
CN(CCCNC(=O)C1CCC(=O)N1Cc1ccccc1Cl)c1ccccc1 (stereo unspecified),-1.5%,3.9%,11.1%,i,-3.5,6.2%,2.1,1.2,0.9,0.589,-0.0684,0.719,-0.803,-1.3,1390,-0.01,1414
Cc1cccc(N2CCN(C(=O)CCn3c(=O)[nH]c4ccccc4c3=O)CC2)c1C,0.0%,2.5%,8.7%,i,-8.5,-0.1%,2.9,2.7,8.5,0.23,-0.248,0.347,0.183,-2.8,939,-0.09,1465
COc1cc(/C=N/NC(=O)c2cn(-c3cccc(C)n3)cn2)ccc1O,-0.5%,4.0%,14.2%,i,0.2,-1.0%,5.0,2.4,7.8,-0.617,-0.164,-0.285,-0.524,0.3,1087,1.13,1336
Cc1ccc(-c2nn(C)c(=O)c3ccccc23)cc1S(=O)(=O)N1CCCC1,·,-2.6%,6.5%,·,·,-1.8%,4.6,3.0,7.0,-0.33,-0.209,0.12,0.251,-0.7,1218,1.31,1857
Cn1c2ccccc2c2ncn(CCN3CCOCC3)c(=O)c21,-1.2%,4.9%,-5.6%,i,10.3,0.0%,3.0,1.7,3.7,0.519,-0.185,0.0968,-0.25,-1.1,1155,0.56,1226
O=C(COC(=O)c1ccccc1NC(=O)c1ccco1)NCCC1=CCCCC1,3.2%,16.3%,13.9%,i,-0.3,2.1%,2.7,2.5,2.9,0.66,-0.156,0.787,-0.222,0.9,1184,-0.48,1238
C(=N\c1nc2ccccc2n1CCN1CCCCC1)/c1cccs1,-0.8%,-8.1%,0.7%,i,-1.0,0.3%,1.3,1.8,7.2,2.78,-0.156,1.08,-1.59,-3.6,899,·,·
